From PubChem
yeast mlh1 rad18: NCI yeast anticancer drug screen, S. cerevisiae mlh1 rad18 strain | 11% of 79,000 active | AID 175, 2004 | growth inhibition, % at 50 µM;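 further: 0% = growth of vehicle-only cultures of the same strain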
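Vehicle-treated cultures served as the reference for growth inhibition in a yeast strain carrying DNA damage repair alterations exposed to each compound.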
bub3: NCI yeast anticancer drug screen, S. cerevisiae bub3 mutant strain. growth inhibition, % at 50 µM. 9.9% of 78,000 active. AID 167, 2004;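 further: 0% = growth of vehicle-only cultures of the same strain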
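Compounds were applied to a genetically altered yeast strain carrying a cell-cycle control defect. Growth inhibition was scored against vehicle-treated controls.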
yeast cln2 rad14: NCI yeast anticancer drug screen, S. cerevisiae cln2 rad14 strain; AID 165, 2004; 8.3% of 78,000 active; % growth inhibition at 50 µM;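 further: 0% = growth of vehicle-only cultures of the same strain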
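Readout is yeast growth inhibition versus vehicle-treated controls, using a strain with cln2 and rad14 alterations exposed to compound.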
mec2-1: NCI yeast anticancer drug screen, S. cerevisiae mec2-1 strain. % growth inhibition at 50 µM. 9% of 79,000 active;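 further: 0% = growth of vehicle-only cultures of the same strain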
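Using mec2-1 yeast: add compound, measure growth, express inhibition versus vehicle-treated cultures.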
rad50: NCI yeast anticancer drug screen, S. cerevisiae rad50 strain | AID 155, 2004 | 10% of 79,000 active | % growth inhibition at 50 µM;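 further: 0% = growth of vehicle-only cultures of the same strain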
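Readout: growth inhibition relative to vehicle-treated cultures. Compound exposure was carried out in a genetically defined yeast strain deficient in DNA damage repair.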
yeast sgs1 mgt1: NCI yeast anticancer drug screen, S. cerevisiae sgs1 mgt1 strain | 10% of 78,000 active | growth inhibition, % at 50 µM | AID 161, 2004;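 further: 0% = growth of vehicle-only cultures of the same strain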
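Yeast cells carrying a defined DNA-repair defect were exposed to test compounds. Growth inhibition was measured relative to vehicle-treated controls.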
Starred values were filed as active, the others as inactive; & = joins results of further samples. No stated cut-off is given here; in the data, active means growth inhibition above about 70%; inactive means the rest. Compounds as they come. Share with any hit: about 14%.

SMILES	yeast mlh1 rad18	bub3	yeast cln2 rad14	mec2-1	rad50	yeast sgs1 mgt1
CCN(CC)CC1(C)NN=C2C(n3cccc3)=CC=CN21 (centres undefined)	-4.9	-4.2	-20.6	11.7	-3.7	-3.4
O=[N+]([O-])c1ccc(Cl)cc1N/N=C/c1cccs1	-31.8	-30.8	-9.5	-40.2	-46.1	-40.8
CC1c2cc(c3c(c2O)CN([C@@H](C)C2CCCCC2)CO3)C(C)c2cc(c3c(c2O)CN([C@@H](C)C2CCCCC2)CO3)C(C)c2cc(c3c(c2O)CN([C@@H](C)C2CCCCC2)CO3)C(C)c2cc1c1c(c2O)CN([C@@H](C)C2CCCCC2)CO1 (some centres undefined)	47.3	69.2	30.8	2.9	36.6	42.9
CC1(CCl)Nc2ccccc2C(=O)N1c1ccc(Cl)cc1 (centres undefined)	-0.5	20.9	-2.0	-13.9	-2.5	8.9
Cn1c(=O)c2c(nc(CCCCCCCCc3nc4c(c(=O)n(C)c(=O)n4C)n3C)n2C)n(C)c1=O	-14.7	-14.8	-45.0	19.9	-7.5	-24.8
CCCCCCCCCCCCCCCCCCCCCC	-18.1	-25.9	0.0	-26.1	-28.1	-8.7
COC1/C=C\C=C(/C)C(=O)NC2=CC(=O)C(N)=C(CC(C)CC(OC)C(O)C(C)C=C(C)C1OC(N)=O)C2=O (centres undefined)	84.0*	87.9*	76.9*	87.7*	86.4*	88.0*
Cc1ccc(S(=O)(=O)NC(=O)NCCSSCCNC(=O)NS(=O)(=O)c2ccc(C)cc2)cc1	8.0	18.6	-1.0	-7.3	10.6	12.6
Cc1nnc(N/N=C/c2ccccc2)n1/N=C\c1ccccc1	-25.4	4.8	10.2	17.1	8.1	-5.8
O=C(O)c1c(-c2ccccc2)[nH]c2ccccc2c1=O	-7.3	5.5	0.2	13.9	0.9	1.6
CC(=O)Nc1ncc(CCC2OCCO2)c(=O)[nH]1	6.8	7.7	-0.2	-25.1	-0.6	19.6
O=C(O)COc1ccc(OCC(=O)O)c(Cl)c1	-2.5	9.3	-115.2	19.4	7.4	12.0
CN1CCCCC(C#N)(c2ccccc2)CC1 (centres undefined)	21.4	0.8	-2.2	14.1	-5.2	7.8
CC(O)c1c2c(cc3c1CC1(C3)Cc3cc4c(c(C(C)O)c3C1)CCC4)CCC2 (centres undefined)	88.3*	87.2*	86.7*	81.4*	71.1*	85.9*
c1cc2c3c(cccc3c1)/C(=C1/Cc3cccc4cccc1c34)C2	3.4	29.0	24.1	-0.2	30.9	18.0
Cc1ccc(C(=O)c2ccccc2)cc1	-1.7	-0.6	-8.8	23.5	26.1	-11.8
CCCN(CCCCC(NC(C)=O)C(=O)NCc1ccccc1)C(=O)NCCCl (centres undefined)	-17.1	-11.3	10.8	-21.6	21.1	4.8
NC(=O)Nc1nc2ccccc2[nH]1	3.4	-7.7	-0.3	-21.6	-26.2	-11.7
CCOC(=O)c1ccc(NC(=O)Nc2ccc(SC)cc2)cc1N(CC)CC	28.3	-5.3	-13.7	-1.2	19.6	15.7
N#C/C(=C\c1ccccc1)c1cccc(Br)c1	-1.0	48.1	-22.9	-6.1	3.9	17.4
O=C(CCC1CCCCC1)OCC1CCCO1 (centres undefined)	48.1	24.6	3.8	20.9	42.1	41.1
Cc1cc2c(c(C(=O)NCCC(=O)O)c1)Oc1c(cc(C)cc1C(=O)NCCC(=O)O)S2	-2.6	-44.1	4.0	-13.6	-26.9	-8.2
CC(=O)CCCO	-0.9	19.1	-9.4	-5.8	-1.6	-0.8
COC(=O)C1=C(C)N(NC(=O)Nc2ccccc2)C2(N)N(NC(=O)Nc3ccccc3)C(C)=C(C(=O)OC)C12C(=O)OC (centres undefined)	-2.8	15.2	2.2	5.1	-8.9	3.5
CN(C)CCCC(C#N)(CCN(C)C)c1ccccc1 (centres undefined)	-4.8	1.7	-10.8	-6.6	-3.1	12.1
CC1=C(N2CCOCC2)C(N2CCOCC2)C(C)C1=O (centres undefined)	3.0	9.1	13.7	-5.2	16.8	-4.8
CC(CCSCCO)SCCO (centres undefined)	7.9	-7.9	-54.1	-21.1	-11.6	36.7
Cc1ccc(S(=O)(=O)NCc2cccc([N+](=O)[O-])c2)cc1	14.8	18.2	19.0	-15.8	6.2	-13.6
Brc1ccc2c(c1)C1(c3cc(Br)ccc3-2)c2cc(Br)ccc2-c2ccc(Br)cc21	4.0	5.2	22.7	-5.9	2.5	-13.7
Nc1ccc(Cl)cc1C(=O)Oc1ccccn1	-0.7	-5.5	-0.4	-0.7	6.9	-6.2

A draw from above in order of molecular weight, falling:
SMILES	yeast mlh1 rad18	bub3	yeast cln2 rad14	mec2-1	rad50	yeast sgs1 mgt1
Cc1cc2c(c(C(=O)NCCC(=O)O)c1)Oc1c(cc(C)cc1C(=O)NCCC(=O)O)S2	-2.6	-44.1	4.0	-13.6	-26.9	-8.2
CCCN(CCCCC(NC(C)=O)C(=O)NCc1ccccc1)C(=O)NCCCl (centres undefined)	-17.1	-11.3	10.8	-21.6	21.1	4.8
CCOC(=O)c1ccc(NC(=O)Nc2ccc(SC)cc2)cc1N(CC)CC	28.3	-5.3	-13.7	-1.2	19.6	15.7
Cc1ccc(S(=O)(=O)NCc2cccc([N+](=O)[O-])c2)cc1	14.8	18.2	19.0	-15.8	6.2	-13.6
N#C/C(=C\c1ccccc1)c1cccc(Br)c1	-1.0	48.1	-22.9	-6.1	3.9	17.4
CC1=C(N2CCOCC2)C(N2CCOCC2)C(C)C1=O (centres undefined)	3.0	9.1	13.7	-5.2	16.8	-4.8
CN(C)CCCC(C#N)(CCN(C)C)c1ccccc1 (centres undefined)	-4.8	1.7	-10.8	-6.6	-3.1	12.1
Nc1ccc(Cl)cc1C(=O)Oc1ccccn1	-0.7	-5.5	-0.4	-0.7	6.9	-6.2
O=C(CCC1CCCCC1)OCC1CCCO1 (centres undefined)	48.1	24.6	3.8	20.9	42.1	41.1
Cc1ccc(C(=O)c2ccccc2)cc1	-1.7	-0.6	-8.8	23.5	26.1	-11.8
NC(=O)Nc1nc2ccccc2[nH]1	3.4	-7.7	-0.3	-21.6	-26.2	-11.7

The listing continues.
SMILES	yeast mlh1 rad18	bub3	yeast cln2 rad14	mec2-1	rad50	yeast sgs1 mgt1
Cc1c(C)c(C)n(CCO)c1C	-0.6	-27.4	-3.0	-59.2	-22.7	-43.2
O=C(O)c1cccc(N=Nc2ccccc2)c1O	10.7	6.0	-7.1	-12.4	22.1	4.7
CCCCC(CCCC)c1ccccn1	-14.4	8.8	-18.2	-10.9	-15.1	8.2
COC(=O)c1cc(=O)[nH]c2c1c(=O)[nH]c(=O)n2C	21.4	7.1	-39.2	9.0	5.7	-4.7
Cc1ccc(SCCCCCl)c(N)c1	-1.5	-27.8	-0.1	-8.2	-1.3	2.3
CSC(=NCCCCN=C(NS(=O)(=O)c1ccc(Cl)cc1)SC)NS(=O)(=O)c1ccc(Cl)cc1	-11.2	-8.8	13.9	-27.0	-18.1	-16.9
CC(=O)OC[C@H]1O[C@@H](O[C@H]2[C@H](OC(C)=O)C=CO[C@@H]2COC(C)=O)C(OC(C)=O)[C@H]2OC(C)(C)O[C@H]21 (some centres undefined)	5.0	7.0	3.5	-14.8	-9.0	-18.9
CC1(C)C[N+](C)(Cc2ccccc2)C1	4.2	7.2	19.4	-7.5	-4.9	-7.2
CNC(=O)OCCC(OC(=O)NC)C1CCC2C3CC=C4CC(OC(=O)c5ccccc5)CCC4(C)C3CCC12C (centres undefined)	-42.4	1.9	-22.6	-8.3	-23.5	-20.1
Cn1c(=O)c2ccccc2n(C)c1=O	-13.2	1.2	-13.3	-16.4	-15.4	-28.8
N#CC1(C#N)C(c2ccc(Cl)cc2)C1(C#N)C(N)=O (centres undefined)	-18.3	-6.7	-2.8	0.8	-5.5	0.3
Fc1ccc(-c2cc(-c3cccs3)cc(-c3ccccc3)n2)cc1	11.1	20.8	8.6	-9.4	8.6	21.2
CC(C)(CO[C@H]1C[C@H]2CC[C@@]1(C)C2(C)C)[N+](=O)[O-]	18.4	12.9	-17.4	-7.0	25.4	50.0
O=C(COc1ccc(Cl)c(Cl)c1)NCc1cccc(Cl)c1	30.9	36.4	-2.9	-8.7	6.1	-1.7
O=C(O)/C=C/c1ccc2ccccc2n1	34.4	9.7	18.9	4.5	24.9	12.3
Clc1ccccc1/C=C1\c2ccc(Br)cc2-c2cccc[n+]21	95.7*	93.0*	91.4*	95.8*	92.1*	95.5*
COc1ccc(C2Oc3ccc(Cl)cc3C=C2[N+](=O)[O-])cc1OC (centres undefined)	86.2*	86.7*	84.3*	77.0*	74.0*	85.5*
CCCC[Si](C)(COC(N)=O)COC(N)=O	-28.7	-2.3	-4.0	-1.9	-32.7	-1.9
COC(=O)C(=O)C(C(=O)C(=O)Nc1ccc(C)cc1C)c1nc2ccc(Cl)cc2[nH]c1=O (centres undefined)	7.5	-22.4	-23.6	-21.6	4.3	9.2
COc1ccc(-c2ccccc2)cc1	2.5	1.4	-16.6	-0.2	-22.1	-28.1
CCCC(CCC)(C(=O)OCC)C(=O)OCC	0.7	-4.2	-15.4	6.2	1.4	-1.3
Cc1cc(Cl)ccc1NC(=O)/C(=N\NC(C)(C)C)C(C#N)c1nc(-c2ccc([N+](=O)[O-])cc2)cs1 (centres undefined)	-10.8	4.2	25.7	8.9	23.8	3.9
NNc1ncnc2cccc(Cl)c12	11.9	1.8	-24.7	27.2	8.0	18.6
CC1CCC(SC2CC(=O)CCC2=O)CC1 (centres undefined)	98.6*	98.7*	98.2*	99.2*	99.0*	92.0*
c1cc2nc(c1)CSCCCCCCCCSC2	36.0	55.0	-10.1	41.0	-3.2	17.8
O=CC(NC(=O)C(O)C(O)C(O)C(O)CO)C(O)C(O)C(O)CO (centres undefined)	1.1	-0.9	-40.0	6.8	-13.2	-1.4
O=C1OCc2cccc3c2-c2c(cccc21)CC3	-7.8	3.4	-14.7	-13.6	4.0	-4.1
NNc1cccc(Cl)n1	8.1	-9.8	17.6	-4.7	6.7	-5.5
CC1=NOC(=O)/C1=C/c1ccccc1C	36.9	17.4	8.2	2.5	51.2	27.9
CCOCCC(=O)OCC	15.3	28.2	26.1	21.2	21.9	3.9
CCOC(=O)c1c(C)[nH]c2ccc(O)cc12	96.9*	97.3*	94.3*	96.0*	98.3*	97.0*
O=C1/C(=C/c2cccc3ccccc23)CCc2ccc([N+](=O)[O-])cc21	-15.6	20.1	-23.9	-23.6	-34.5	-49.9
Brc1ccc(SSc2ccc(Br)cc2)cc1	2.6&18.8	9.8&-3.1	-5.5&-18.4	-10.3&13.1	3.2&-12.8	5.3&3.5
COC1(c2ccccc2C)OC(=O)c2c(C)cccc21 (centres undefined)	10.6	19.7	6.0	-20.4	10.8	19.3
Nc1cc2c(cc1Cl)C(=O)c1ccccc1C2=O	1.4	38.4	-63.6	16.6	32.4	9.8
CC(=O)OCC1OC(Nc2[nH]c(=O)n(C)c(=O)c2C(=O)CCl)C(OC(C)=O)C(OC(C)=O)C1OC(C)=O (centres undefined)	-4.2	-3.8	-2.5	18.5	5.2	2.5
CC(=O)C1C(=O)C(=O)N(c2ccc([N+](=O)[O-])cc2Cl)C1=O (centres undefined)	-33.2	-3.5	3.0	-35.8	-45.9	3.0
N#CC(C#N)=C/C=C/c1c(Cl)cccc1Cl	57.1	69.6	76.8*	46.9	71.2*	58.9
C=C1C(=O)O[C@H]2C[C@@H]1C(=O)C/C(C)=C/CC/C(C)=C/CC[C@@]2(C)OCSC	13.7	9.8	26.9	-5.0	18.9	39.0
CC(=O)N(C)SCC(NC(=O)C(Cc1ccccc1)NC(=O)OCc1ccccc1)C(=O)NC(Cc1ccccc1)C(=O)NC(Cc1c[nH]c2ccccc12)C(=O)NC(CCCCNC(=O)OCc1ccccc1)C(=O)NC(C(=O)NC(CSN(C)C(C)=O)C(=O)NC(C(N)=O)C(C)OCc1ccccc1)C(C)OCc1ccccc1 (centres undefined)	-5.0	29.6	38.0	4.0	4.5	-3.6
C=C1C(=O)OC2/C=C(\C)CC(O)/C=C(/CO)CC(OC(=O)/C(C)=C/C)C12 (centres undefined)	-58.5	-1.6	-1.9	-33.6	-4.5	-6.5
CC(N)=S=O	-10.8	-7.6	-20.9	-10.8	-15.8	-7.8
Cc1cccc(C[N+](C)(C)CCO)c1C	-20.6	3.5	6.7	-13.2	-0.5	3.4
Cn1cc(Cc2ccccc2)c(=O)[nH]c1=O	7.6	-4.8	-34.6	-4.4	6.2	2.0
CCOC(=O)Cc1csc(Nc2ccc(OCC)cc2)n1	-28.0	-2.1	-32.3	-16.8	-12.4	15.2
COCC(=O)[C@]1(O)Cc2c(O)c3c(c(O)c2[C@@H](OC2CC(N)C(O)C(C)O2)C1)C(=O)c1c(OC)cccc1C3=O (some centres undefined)	48.7	51.5	43.7	48.6	42.4	54.6
